hIAP activ = increases human intestinal alkaline phosphatase activity | P09923 | AID 2524 | purified human IAP, CDP-Star luminescence, 30 min; active compounds read high; 1 = vehicle-only enzyme, 0 = enzyme-free background | actives 0.16% (n = 330,000) | activation factor at 10 µM;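 active means activation factor of the enzyme at least 2-fold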; further: the source names both 10 and 20 µM as test concentration; values of inactives mirror those of a sister screen read the other way
HKDC1 inh = blocks human hexokinase HKDC1 activity; Q2TB90; recombinant HKDC1, G6PDH/diaphorase resazurin coupled fluorescence; inhibition, % at 20 µM; actives 0.16% (n = 340,000); AID 493160;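 active means inhibition above about 35% when tested at 20 µM, limit read from the data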;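 further: plate controls were DMSO wells with enzyme for no effect and DMSO wells lacking enzyme for full effect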
Target sequence (Q2TB90 whole entry, looked up): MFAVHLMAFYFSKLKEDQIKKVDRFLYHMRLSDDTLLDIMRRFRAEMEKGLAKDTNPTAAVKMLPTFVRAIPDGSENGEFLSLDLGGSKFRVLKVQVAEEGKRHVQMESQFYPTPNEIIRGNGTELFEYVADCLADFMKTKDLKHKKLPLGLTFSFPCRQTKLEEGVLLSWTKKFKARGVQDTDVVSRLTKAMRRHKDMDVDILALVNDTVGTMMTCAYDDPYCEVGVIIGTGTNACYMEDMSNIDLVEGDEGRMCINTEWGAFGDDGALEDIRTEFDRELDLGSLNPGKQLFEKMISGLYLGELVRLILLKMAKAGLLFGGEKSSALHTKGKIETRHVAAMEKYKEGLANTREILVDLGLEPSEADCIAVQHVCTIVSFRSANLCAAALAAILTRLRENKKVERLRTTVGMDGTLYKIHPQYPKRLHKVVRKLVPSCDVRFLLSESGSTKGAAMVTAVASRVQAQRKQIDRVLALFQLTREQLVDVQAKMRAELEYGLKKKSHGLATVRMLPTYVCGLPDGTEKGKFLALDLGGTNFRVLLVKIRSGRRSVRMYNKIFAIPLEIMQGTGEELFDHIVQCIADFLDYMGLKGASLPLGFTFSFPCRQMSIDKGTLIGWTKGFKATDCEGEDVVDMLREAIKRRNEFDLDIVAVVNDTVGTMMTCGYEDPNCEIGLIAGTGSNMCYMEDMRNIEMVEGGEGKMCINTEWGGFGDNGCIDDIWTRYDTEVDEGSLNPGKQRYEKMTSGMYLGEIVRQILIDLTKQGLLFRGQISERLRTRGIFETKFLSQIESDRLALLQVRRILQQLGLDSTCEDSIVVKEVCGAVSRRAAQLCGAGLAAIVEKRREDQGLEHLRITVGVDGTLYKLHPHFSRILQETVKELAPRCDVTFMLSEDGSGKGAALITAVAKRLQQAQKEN
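Test system: Recombinant HKDC1 (HK5) hexokinase enzyme, produced in-house | Input: HKDC1 at 5 µg/mL | Buffer or medium: Tris pH 8.0 buffer with MgCl2, Tween-20, BSA, BME | Schedule: 90 min reaction incubation at room temperature, dark | Technique: Resazurin-to-resorufin fluorescence via G6PDH and diaphorase coupling, 525/613 nm | Controls: DMSO wells with and without enzyme mix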
ATG4B inhibitor = blocks human ATG4B protease cleavage of LC3 substrate. Q9Y4P1. ATG4B cleavage of LC3-PLA2, NBD-HPC fluorescence, 1 h. inhibition, % at 8.33 µM. actives 0.51% (n = 340,000). AID 504462; in the data active means inhibition above about 40%
hIAP block = human IAP inhibition | actives 0.12% (n = 330,000) | AID 2544 | inhibition, % at 10 µM | purified IAP, CDP-Star luminescence, 30 min;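 active means inhibition reaching a set limit with compound at 10 µM in the primary screen, cut at about 35% in these data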;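 further: plate controls were DMSO wells with enzyme for no effect and no-enzyme buffer wells for full effect; values of inactives mirror those of a sister screen read the other way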
A3A deaminase = blocks human APOBEC3A ssDNA deamination; recombinant A3A, FAM/TAMRA ssDNA deamination fluorescence; P31941; actives 0.41% (n = 330,000); inhibition, % at 20 µM;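 active means at least 40% inhibition at 20 µM here, with at most 30% in a related deaminase screen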;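 further: plate controls were A3A with DMSO for no effect and wells lacking A3A enzyme for full effect; some results filed as inactive read as strong as hits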
Target sequence (P31941 whole entry, looked up): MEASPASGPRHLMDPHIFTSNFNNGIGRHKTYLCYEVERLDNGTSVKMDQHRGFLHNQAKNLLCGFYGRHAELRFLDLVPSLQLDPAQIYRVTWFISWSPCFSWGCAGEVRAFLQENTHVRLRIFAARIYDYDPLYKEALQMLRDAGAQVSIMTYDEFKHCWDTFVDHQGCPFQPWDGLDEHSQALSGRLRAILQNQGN
PfGluPho inh = PfG6PD (Plasmodium falciparum) enzyme inhibition; PfGluPho enzyme, NADPH resazurin-diaphorase fluorescence; AID 504690; actives 0.78% (n = 350,000); inhibition, % at 20 µM;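 active means inhibition reaching at least a set limit at 20 µM in the primary screen, cut at about 59% in these data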;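 further: 0% = DMSO wells with substrate and 100% = DMSO wells lacking glucose-6-phosphate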
mIAP activ = mouse IAP activation; muIAP, CDP-Star luminescence, 30 min; active compounds read high; 1 = vehicle-only enzyme signal, 0 = enzyme-free wells; activation factor at 10 µM; actives 0.24% (n = 330,000); AID 2805;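 active means activation factor of at least 2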; further: the source names both 10 and 20 µM as test concentration; values of inactives mirror those of a sister screen read the other way
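Assay system: mouse IAP enzyme; reagent: chemiluminescent substrate CDP-Star; dosing: test compounds delivered from DMSO solution; schedule: 30 min at room temperature; measured by: luminescence from enzymatic CDP-Star hydrolysis; controls: DMSO-only wells and no-enzyme negative control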
mIAP inh = mouse IAP inhibition | actives 0.2% (n = 330,000) | purified mouse IAP, CDP-Star luminescence, 30 min | inhibition, % at 10 µM;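 active means inhibition of at least 40% at 10 µM in the primary screen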;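 further: plate controls were DMSO with enzyme for no effect and no enzyme wells for full effect; values of inactives mirror those of a sister screen read the other way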
The depositor's hits bear a star; · = no result given; & = joins results of further samples.

hIAP block,ATG4B inhibitor,hIAP activ,A3A deaminase,mIAP inh,HKDC1 inh,PfGluPho inh,mIAP activ,SMILES
11,17,0.89,0,4,8,-5,0.96,O=C(O)C1CCN(C(=O)COc2ccc3c4c(c(=O)oc3c2)CCC4)CC1
-20,7,1.2,-2,8,-7,16,0.92,COc1ccc(CCn2c(-c3ccco3)nc3nc4ccccc4nc32)cc1
16,4,0.84,-5,3,-6,-19,0.97,CCOC(=O)c1cnn(-c2ccccc2)c1N
6,5,0.94,1,8,1,-5,0.93,CCN(CC)CCNC(=O)CCn1nc(-c2ccc(Cl)cc2)ccc1=O
-14,-6,1.1,-1,-5,2,1,1.1,Cc1ccc(NC(=O)C2C3CCC(O3)C2C(=O)O)c(Br)c1 (stereo not given)
2,26,0.98,-4,-264,-2,9,3.6*,C[C@H](CO)N1C[C@H](C)[C@@H](CN(C)S(=O)(=O)c2cccs2)Oc2ccc(NC(=O)NC3CCCCC3)cc2C1=O
2,1,0.98,-3,5,2,-9,0.95,NC(=O)c1cc(S(=O)(=O)Nc2cccc(Cl)c2)cs1
-6,-7,1.1,7,4,17,44,0.96,Cc1ccc2c(c1)c1nnc(SCC(=O)Nc3ccc(N(C)C)cc3)nc1n2CC(=O)O
-17,-5,1.2,2,13,-9,-15,0.87,COc1ccc(NC(=O)CC2C(=O)N(c3ccc(F)cc3)C(=S)N2NC(=O)c2ccc(Cl)cc2)cc1 (stereo not given)
18,9,0.82,-3,9,-2,-3,0.91,CN1C(=O)/C(=C/c2ccccc2F)Sc2ccc(C(=O)N3CCCC3)cc21
15,-6,0.85,3,-12,-8,-8,1.1,CC(C)(C)C1CCc2c(C(=O)NNC(=O)CCCC(=O)O)csc2C1 (stereo not given)
5,3,0.95,-4,6,0,-2,0.94,COC(=O)CN1C(=O)[C@H]2[C@@H](c3ccc(C)o3)N3C(=O)CN(CCO)C(=O)[C@@]3(Cc3ccccc3)[C@H]2C1=O
-6,-9,1.1,-2,-6,3,0,1.1,O=C(Nc1cccn2ncnc12)C(Cl)Cl
-47,0,1.5,-1,-3,7,-8,1,CC(C)(C)c1ccc(Oc2ccc(NC(=O)c3ccccc3C(=O)O)cn2)cc1
-5,-5,1,-1,-12,2,-20,1.1,Cc1noc(C)c1S(=O)(=O)N1CCCC(C(=O)NCC2CCCO2)C1 (stereo not given)
-22,-3,1.2,14,18,16,13,0.81,O=C(COC(=O)/C=C/c1ccc(OC(F)F)cc1)Nc1ccc2[nH]c(=O)[nH]c2c1
11,4,0.89,1,0,-1,9,1,Cc1scc(C(=O)N2CCN(c3ccc(Cl)cc3)CC2)c1C
5,-8,0.95,1,4,-12,0,0.96,CCC(OC(=O)C(NC(=O)c1ccccc1)c1ccccc1)C(=O)Nc1cc(C)on1 (stereo not given)
2,4,0.98,4,-9,13,-14,1.1,COc1ccc(CC(=O)NCc2nnc(SCC(=O)Nc3nccs3)n2C)cc1
2,-2,0.98,-1,3,-8,-1,0.97,CC(C)NC(=O)C1CCN(S(=O)(=O)c2ccc(N3CCCC3=O)cc2)CC1
-3,-6,1,-5,-14,-5,-6,1.1,CC(=O)Nc1ccc(C2=NN(CC#N)C(=O)SC2)cc1
10,-9,0.9,2,-4,-4,12,1,COc1cc(C(=O)N2CCN(c3cccc(C)c3C)CC2)cc(OC)c1OC
4,1,0.96,-2,15,4,-23,0.85,CCCOc1ccc(C2C(C(=O)c3ccc(C)o3)=C(O)C(=O)N2CCCn2ccnc2)cc1 (stereo not given)
22,10,0.78,-1,19,-13,-6,0.81,COc1ccc(Nc2ccc(S(=O)(=O)N3CCCCCC3)cc2[N+](=O)[O-])cc1

Sorted by the number under mIAP activ (lowest first): 3 of the compounds above
hIAP block,ATG4B inhibitor,hIAP activ,A3A deaminase,mIAP inh,HKDC1 inh,PfGluPho inh,mIAP activ,SMILES
22,10,0.78,-1,19,-13,-6,0.81,COc1ccc(Nc2ccc(S(=O)(=O)N3CCCCCC3)cc2[N+](=O)[O-])cc1
10,-9,0.9,2,-4,-4,12,1,COc1cc(C(=O)N2CCN(c3cccc(C)c3C)CC2)cc(OC)c1OC
-5,-5,1,-1,-12,2,-20,1.1,Cc1noc(C)c1S(=O)(=O)N1CCCC(C(=O)NCC2CCCO2)C1 (stereo not given)

Further entries:
hIAP block,ATG4B inhibitor,hIAP activ,A3A deaminase,mIAP inh,HKDC1 inh,PfGluPho inh,mIAP activ,SMILES
-4,-6,1,-2,7,0,-14,0.93,COc1ccc([C@@H]2CC=C(C(=O)O)[C@H](c3ccc(C)cc3)N2S(=O)(=O)c2ccccc2C)cc1
-9,8,1.1,5,-18,10,-6,1.2,COc1ccccc1CNC(=S)Nc1cc(C)ccc1C
-16,-6,1.2,-2,-18,2,7,1.2,Cc1cccc(NC(=O)N(C)Cc2cccs2)c1
-19,-10,1.2,-7,-12,-5,-9,1.1,CCOCCn1c(CN2CCN(c3ccccc3)CC2)nc2c1c(=O)n(C)c(=O)n2C
-10,2,1.1,-5,-2,0,-9,1,Cc1ccc(C)n1CCN1CCN(C(=O)c2ccco2)CC1
18,2,0.82,-3,-1,3,25,1,COc1cc2c(cc1NC(=O)CC1SC(N3CCCC3)=NC1=O)oc1ccccc12 (stereo not given)
19,-2,0.81,-1,4,-1,-26,0.96,O=C(CSc1nccc(=O)[nH]1)Nc1ccc(Oc2ccccc2)cc1
1,0,0.99,-4,-6,-7,2,1.1,O=C(CCl)N1CCN(CC(=O)N2CCCC2)CC1
-7,7,1.1,0,5,-2,8,0.95,Cc1ccc(OCc2cc(C(=O)N3CCN(C4CCCCC4)CC3)no2)cc1C
-8,-11,1.1,1,5,-9,10,0.95,O=C(Nc1cccc(S(=O)(=O)N2CCOCC2)c1)c1ccc2ccccc2n1
-2,9,1,2,-21,-8,5,1.2,Cc1ccc(NC(=S)Nc2ccc(Br)cc2)cc1
11,-2,0.89,13,2,-4,9,0.97,O=C(O)CCN1C(=O)C2C3CC(C2C1=O)C1C(c2ccccc2)c2sc(=O)[nH]c2SC31 (stereo not given)
10,20,0.9,-1,9,0,-22,0.91,C=CCSc1nc2c(c(=N)n1CC=C)C1CCCC1S2 (stereo not given)
-7,-2,1.1,-1,3,1,10,0.97,COCCN(C(=O)c1cc2c(s1)CCCCC2)c1c(N)n(Cc2ccccc2)c(=O)[nH]c1=O
2,-9,0.98,-7,-6,9,-14,1.1,COc1ccc(OC)c(-n2c(C)cc(/C=C3\C(=N)N4N=C(CC(=O)N5CCOCC5)SC4=NC3=O)c2C)c1
-3,5,1,1,-1,-2,-3,1,CCOC(=O)C1=C(C)Nc2nc(C)nn2C1c1ccc(OC)c(OC)c1 (stereo not given)
-1,3,1,2,-2,-3,-6,1,O=C(CCc1c[nH]c2ccccc12)N1CCCCCCC1
-7,-8,1.1,-4,2,0,16,0.98,CCOC(=O)c1cc(-c2ccccc2)nc2ccc(C)cc12
-12,-2,1.1,-6,-9,-4,6,1.1,COc1ccc(C(=O)CCC(C)(C)[N+](=O)[O-])cc1
-10,-1,1.1,-4,-6,-3,-12,1.1,CC(CN1CCN(C/C=C/c2ccccc2)CC1)c1ccccc1 (stereo not given)
-8,10,1.1,1,2,21,6,0.98,Oc1ccc2ccccc2c1C=NCc1cn2ccsc2n1
9,9,0.91,-3,12,-3,13,0.88,CC(C)CCNC(=O)C(c1ccco1)N(Cc1ccccc1)C(=O)c1snc(C(N)=O)c1N (stereo not given)
-2,-8,1,75,-10,14,15,1.1,Cc1ccc(-c2cc(C(=O)NCc3ccco3)c3ccccc3n2)o1
5,-4,0.95,32,69*,1,19,0.31,O=C1NC(=Nc2ccc(O)cc2)S/C1=C\C=C\c1ccco1
5,-5,0.95,-4,7,-9,-11,0.93,COc1ccc2[nH]c(=O)c(CN(CCO)C(=O)NCc3ccccc3)cc2c1
3,-15,0.97,0,0,2,-6,1,O=C(COC(=O)/C=C/c1cnc2ccccc2n1)NCC(F)(F)F
-18,4,1.2,-1,2,5,-22,0.98,CCC(=O)Nc1cc(C(=O)OCC(=O)c2ccc(Cl)cc2Cl)ccc1C
-2,-6,1,1,12,-6,1,0.88,Cc1cc2c(cc1C)NC(CC(=O)NCc1ccccc1)C(=O)N2 (stereo not given)
9,-5,0.91,-3,7,-6,-10,0.93,Cc1cc(C)c(NC(=O)CCCN2CCN(C)CC2)c(C)c1
5,-6,0.95,-4,-3,-11,0,1,CCc1c(C)nc(SCC(=O)N2CCCCC2C)[nH]c1=O (stereo not given)
·,2,·,0,-29,2,26,1.3,CC(C)N(C(=O)[C@H]1C[C@H](CC(=O)NCCC2=CCCCC2)C(=O)N2CCc3c([nH]c4ccc(Cl)cc34)[C@]12C)C(C)C
8,15,0.93,2,-10,0,-6,1.1,O=C(NCC1(c2ccccc2)CCCC1)c1ccc(Br)o1
19,-7,0.81,6,5,2,22,0.95,O=C(CN1CCN(c2ccc([N+](=O)[O-])cc2)CC1)c1ccccc1
-14,-10,1.1,6,-2,3,0,1,Cc1c(C(=O)OCC(=O)N(C)C2CCS(=O)(=O)C2)oc2ccc(Br)cc12 (stereo not given)
-4,-9,1,-3,16,-9,-2,0.84,Cc1ccn2c(C(=O)N/N=C/c3ccc(Cl)cc3)c(C)nc2c1
-15,8,1.1,1,-9,-3,-4,1.1,O=c1ccn([C@@H]2O[C@H](COS(=O)(=O)O)[C@@H](O)[C@H]2O)c(=O)[nH]1
2,-7,0.97,3,1,-3,3&0,0.99,Cc1ccc(C(=O)Nc2cccc(C(F)(F)F)c2)cc1NC(=O)c1cnnc2ccccc12
-12,2,1.1,-2,-4,-6,-9,1,CC(=O)Nc1ccc(S(=O)(=O)N2CCN(Cc3nc4sc(C)c(C)c4c(=O)[nH]3)CC2)cc1
-5,5,1.1,-1,-4,-2,2,1,CCN(CC)CCCn1c2c(c(SCC(=O)Nc3cccc(C(C)=O)c3)nc1=O)CCC2
-12,2,1.1,-3,-2,-4,-9,1,CC(C)C[C@H](NC(=O)C1CCN(C(=O)[C@H](Cc2ccccc2)NC(=O)OC(C)(C)C)CC1)C(=O)O
4,-11,0.96,5,4,-1,21,0.96,C=CC(=O)Nc1ccc(Nc2nc(NC3CCC(N(C)C)CC3)nc3c2ncn3C(C)C)cc1 (stereo not given)
-46,1,1.5,-4,-15,-6,9,1.1,COc1ccc(S(=O)(=O)NCc2ccccn2)c(C)c1C
-8,-3,1.1,1,-7,-13,-11,1.1,COc1ccc(C(=O)NNC(=O)c2ccncc2)cc1
-26,-6,1.3,-6,-8,-14,1,1.1,CCOc1ccc(OCC)c(NC(=O)C2CCN(S(=O)(=O)c3cccnc3)CC2)c1
17,18,0.83,-2,-2,4,-12,1,COC(C[C@@H](O)CC(=O)[C@H](C)OCc1ccccc1)OC
22,7,0.78,-1,-1,-3,-9,1,CC(=O)c1cccc(NC(=O)CNC(=O)c2cc3ccccc3o2)c1
9,-12,0.91,6,13,1,9,0.87,CC(=O)Nc1ccc(/C=C/c2ccc3cccc([N+](=O)[O-])c3n2)cc1
12,4,0.89,-1,7,11,1,0.93,CNC(C)C#Cc1ccc2oc3cc(C)c(C)cc3c(=O)c2c1 (stereo not given)
-11,45*,1.1,1,-3,-1,12,1,Cc1cccc(C(=O)O/N=C2\CCCc3ccccc32)c1
-8,-10,1.1,6,-9,0,22,1.1,O=C1CSc2ccc(C(=O)NCCc3ccc(Cl)cc3Cl)cc2N1
-5,3,1,4,4,-2,-12,0.96,COc1ccc(C(=O)OCC(=O)NC2CC2)cc1F
-37,0,1.4,-2,6,-4,0,0.94,Cc1ccc(OCC(=O)NNC(=O)Cn2c(=O)cnc3ccccc32)cc1

Compound activity from PubChem.
